UBC9 SUMO inh: blocks human SUMOylation mediated by UBC9. HTRF SUMOylation assay, SAE1/SAE2 + UBC9, in vitro. inhibition, % at 35 µM. 0.36% of 290,000 active; in the data active means inhibition above about 50%, passing the limit was not always enough; further: strong numbers were not always called active
Target sequence (P63279 whole entry, looked up): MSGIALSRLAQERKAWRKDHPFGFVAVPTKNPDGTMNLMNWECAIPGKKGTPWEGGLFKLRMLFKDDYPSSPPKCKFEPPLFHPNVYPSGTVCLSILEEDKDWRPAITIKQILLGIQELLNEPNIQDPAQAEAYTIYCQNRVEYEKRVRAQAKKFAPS
VIM-2 inhibitor: blocks Pseudomonas aeruginosa VIM-2 metallo-beta-lactamase. purified VIM-2, nitrocefin hydrolysis, epi-absorbance fluorescence. inhibition, % at 5.6 µM. 0.89% of 290,000 active;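 active means inhibition above the mean of all tested compounds plus 3 SD, cutoff set per screening run, cut at about 7.5% in these data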;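 further: red hydrolysis product quenches plate fluorescence so inhibitors raise well fluorescence; 0% = enzyme with DMSO and 100% = DMSO without enzyme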
MEKK3 PB1 HTS: modulators (inhibitors or enhancers) of MEK5 binding to human MEKK3 PB1 domain; Q99759; bead-based flow cytometry, Alexa488-MEK5 binding to MEKK3; actives lie on both sides; 0 = blocked by unlabeled MEK5, 100 = vehicle; binding response (% of control), % at 10 µM; 1.4% of 290,000 active; AID 1529;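 active means binding response more than 3 SD above or below the average of its plate-row segment, actives on both sides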;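 further: Alexa488 bead fluorescence after subtracting the streptavidin-only scavenger bead signal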
Target sequence (Q99759 whole entry, looked up, the tested form may be a part): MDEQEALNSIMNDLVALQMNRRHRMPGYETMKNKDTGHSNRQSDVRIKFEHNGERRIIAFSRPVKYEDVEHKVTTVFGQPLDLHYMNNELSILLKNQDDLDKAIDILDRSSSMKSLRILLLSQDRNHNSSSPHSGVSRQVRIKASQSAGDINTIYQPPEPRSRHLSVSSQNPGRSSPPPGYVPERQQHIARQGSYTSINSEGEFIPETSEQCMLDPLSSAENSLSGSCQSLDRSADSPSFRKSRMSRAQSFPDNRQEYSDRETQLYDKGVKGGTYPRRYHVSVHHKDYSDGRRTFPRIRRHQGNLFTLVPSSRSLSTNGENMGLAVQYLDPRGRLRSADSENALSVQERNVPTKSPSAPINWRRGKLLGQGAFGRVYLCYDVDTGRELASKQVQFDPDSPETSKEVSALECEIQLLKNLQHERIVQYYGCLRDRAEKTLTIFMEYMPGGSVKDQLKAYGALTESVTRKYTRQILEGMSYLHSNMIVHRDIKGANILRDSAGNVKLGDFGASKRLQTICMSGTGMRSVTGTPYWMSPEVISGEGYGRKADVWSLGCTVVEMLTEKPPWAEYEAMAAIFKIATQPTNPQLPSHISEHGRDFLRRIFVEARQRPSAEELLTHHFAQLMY
p-CIP stab down: p/CIP protein destabilization. F442A p/CIP-EGFP cells, EGFP fluorescence, 16 h. AID 1984. decrease of EGFP signal, % at 10 µM. 0.01% of 290,000 active. Q05BA5;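 active means EGFP signal decrease of at least 30% at 10 µM or well 3 SD below plate mean, unless failing retest; inactive means the rest, including hits failing retest or dose response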; further: some compounds called inactive have numbers as strong as hits; many of its hits are not listed in these tables
PHOSPHO1 block: inhibitors of human PHOSPHO1 phosphatase; 1.1% of 290,000 active; recombinant PHOSPHO1, absorbance phosphatase assay; Q8TCT1; inhibition, % at 13.3 µM; AID 1565; in the data active means inhibition above about 60%
Target sequence (Q8TCT1 whole entry, looked up): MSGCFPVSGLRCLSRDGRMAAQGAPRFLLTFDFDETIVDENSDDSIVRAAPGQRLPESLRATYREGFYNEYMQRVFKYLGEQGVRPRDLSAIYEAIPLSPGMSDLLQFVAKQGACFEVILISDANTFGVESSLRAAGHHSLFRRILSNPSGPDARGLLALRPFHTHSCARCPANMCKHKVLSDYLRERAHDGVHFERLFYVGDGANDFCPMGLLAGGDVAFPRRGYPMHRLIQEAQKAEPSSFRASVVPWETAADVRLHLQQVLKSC
IDE cell activ: IDE (human) activation, cell-based; P14735; HEK cells, FAbeta-B cleavage, fluorescence polarization; 0% vehicle, 100% cell-free pure enzyme wells; activation, % at 5.96 µM; 0.073% of 340,000 active; AID 493087;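 active means activation above the mean of all tested compounds plus 3 SD, set per screening campaign, cut at about 17% in these data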
NS3 helicase inh: inhibitors of Hepatitis C virus NS3 helicase | NS3 helicase DNA unwinding, Cy5 molecular beacon fluorescence | inhibition, % at 10.9 µM | 0.56% of 290,000 active | AID 1800;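 active means inhibition above the mean of all tested compounds plus 3 SD, set per campaign, cut at about 35% in these data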;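 further: 0% = DMSO wells and 100% = thioflavine S control wells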
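Material: hepatitis C virus NS3 helicase domain fragment enzyme; measured by: Cy5 fluorescence, 0 and 60 min reads; control set: DMSO and thioflavine S; incubation: 60 min unwinding reaction at 25 °C after ATP addition; read-out basis: % inhibition from 60/0 min fluorescence ratio, DMSO 0%, thioflavine S 100%; repeats: singlicate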
IMP-1 inhibitor: blocks Pseudomonas aeruginosa IMP-1 metallo-beta-lactamase. purified IMP-1, nitrocefin hydrolysis, epi-absorbance fluorescence. inhibition, % at 5.6 µM. 0.45% of 290,000 active. AID 1556;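 active means inhibition above the mean plus 3 SD of all compounds in the same screening run, cut at about 4.5% in these data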;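 further: 0% = IMP-1 with DMSO and 100% = DMSO wells lacking enzyme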
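System: Purified IMP-1 | Read-out basis: Percent enzyme inhibition | Controls: IMP-1 with DMSO as 0%, enzyme-free DMSO as 100% | Replicates: One well per compound | Doses: 5.6 µM nominal single concentration | Detection: Epi-absorbance fluorescence, 480 nm excitation, 530 nm emission | Incubation: 25 °C, 15 min preincubation, 25 min reaction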
DNA FID counter: fluorescent intercalator displacement, NS3 helicase counter-screen. inhibition, % at 7.9 µM. 0.17% of 290,000 active. DNA fluorescent intercalator displacement, fluorescence. AID 1845; in the data active means inhibition above about 37%;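 further: 0% = vehicle and 100% = reference compound; higher means more ethidium bromide displaced from hairpin DNA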
An asterisk follows results filed as active; . = no result given. These rows are one share of the data. The share of hits here may be higher or lower than overall.

SMILES	UBC9 SUMO inh	VIM-2 inhibitor	MEKK3 PB1 HTS	p-CIP stab down	PHOSPHO1 block	IDE cell activ	NS3 helicase inh	IMP-1 inhibitor	DNA FID counter
CN(CCN1CCOCC1)Cc1nc(-c2ccc(Cl)cc2)no1	-1	-3.4	98	-3	20	3	-2	-2.6	-1
O=C(CNc1cccc(S(=O)(=O)N2CCOCC2)c1)N1CCc2ccccc21	-3	-3.2	107	-8	8	-1	12	-2.8	-10
CC(=O)N1c2ccc(S(=O)(=O)N3CCCC3)cc2CC1C(=O)Nc1cc(C)cc(C)c1 (stereo not given)	-10	-3.5	92	-2	12	3	-2	-5.2	-37
CCc1cccc(C)c1NC(=O)CC1Oc2ccc(C)cc2NC1=O (stereo not given)	10	-1.2	102	-1	25	4	-69	1.0	-20
CCCN1CCN(C(=O)c2cn(CC(C)C)c(=O)c3cc(OC)c(OC)cc23)CC1	26	-0.7	.	0	15	1	1	0.3	-16
CC1(C(=O)O)CCC(C(=O)Nc2ccc(Cl)c(Cl)c2)C1(C)C (stereo not given)	5	-0.5	103	9	20	3	14	-1.3	-7
CC(=O)c1c(C)nc2ccc(Br)cc2c1C(=O)O	5	-2.1	101	-2	12	1	-2	-1.7	3
CNc1cc(F)nc(F)n1	26	0.7	99	5	4	1	18	0.4	-7
CCN(CC)CCn1c(=S)[nH]c2ncccc2c1=O	22	0.1	103	3	12	6	3	-1.7	-1
CCn1c(COc2cccc(C)c2)nnc1SCC(=O)N1CCCC1	-2	0.7	100	4	30	-5	-3	-0.6	-21
C/C(CC(=O)NC12CC3CC(CC(C3)C1)C2)=N\NC(=O)c1cnccn1	3	-1.5	104	12	18	1	-2	-1.6	-17
CCOC(=O)C1CCN(S(=O)(=O)c2csc(C(N)=O)c2)CC1	-6	-2.6	99	-6	10	-2	-1	-4.8	-1
CC(C)CC(C)NNC(=O)c1cc2ccccc2[nH]1 (stereo not given)	21	-3.5	103	0	25	5	4	-0.6	-4
O=C(NCC1CCOCC1)c1cc(COc2cccc(C(F)(F)F)c2)on1	-4	-2.9	102	2	19	-1	-1	0.2	-22
CCNC(=S)NNC(=O)c1cccn(Cc2ccc(Cl)cc2Cl)c1=O	24	-6.1	100	-7	-59	-3	5	-0.8	-20
Cc1ccc(S(=O)(=O)NC(C)(C)CSc2nncn2C)cc1	-2	-1.9	100	3	11	-2	-9	-0.6	-3
O=C(Cn1ccc([N+](=O)[O-])n1)NCc1nc2ccccc2[nH]1	-1	2.2	93	1	12	5	22	-0.4	1
Cc1ccc(CN2C(=O)N/C(=C\c3cccn3-c3cccc(C(=O)O)c3)C2=O)cc1	-2	-0.6	.	-3	-32	4	4	-2.1	-7
CCOc1ccc(NC(=O)c2ccc(CNc3c(NC4CCCCC4)c(=O)c3=O)cc2)cc1	38	-3.0	.	-11	-1	0	2	-4.0	-1
CCOc1ccc(CN2CCN(C/C=C/c3ccc(OC)cc3)CC2CCO)cc1 (stereo not given)	8	-3.0	103	-26	-17	2	-27	-2.5	9
O=C(Nc1cccc2ccccc12)c1cccc(F)c1	9	-1.6	103	2	24	2	4	-1.8	-5
CCN(CC)C(=O)NC1CCCCCCC1	8	-1.2	98	-4	60*	1	-4	-0.4	-3
Cc1cccc(C(=O)NC(=S)Nc2ccccc2C(=O)O)c1	16	-1.5	104	-6	27	6	11	-2.6	-4
O=C(CNS(=O)(=O)c1ccccc1)OCC(=O)c1cccc([N+](=O)[O-])c1	-6	-1.5	104	-4	-4	2	2	-3.8	2
CC1CC(C)CN(C(=O)CN2CCN(Cc3ccc(Cl)cc3)C2=O)C1 (stereo not given)	-8	-0.1	128*	-9	1	2	-3	-1.6	-35

Structures above with a Cl atom (four):
SMILES	UBC9 SUMO inh	VIM-2 inhibitor	MEKK3 PB1 HTS	p-CIP stab down	PHOSPHO1 block	IDE cell activ	NS3 helicase inh	IMP-1 inhibitor	DNA FID counter
CN(CCN1CCOCC1)Cc1nc(-c2ccc(Cl)cc2)no1	-1	-3.4	98	-3	20	3	-2	-2.6	-1
CC1(C(=O)O)CCC(C(=O)Nc2ccc(Cl)c(Cl)c2)C1(C)C (stereo not given)	5	-0.5	103	9	20	3	14	-1.3	-7
CCNC(=S)NNC(=O)c1cccn(Cc2ccc(Cl)cc2Cl)c1=O	24	-6.1	100	-7	-59	-3	5	-0.8	-20
CC1CC(C)CN(C(=O)CN2CCN(Cc3ccc(Cl)cc3)C2=O)C1 (stereo not given)	-8	-0.1	128*	-9	1	2	-3	-1.6	-35

Following part:
SMILES	UBC9 SUMO inh	VIM-2 inhibitor	MEKK3 PB1 HTS	p-CIP stab down	PHOSPHO1 block	IDE cell activ	NS3 helicase inh	IMP-1 inhibitor	DNA FID counter
COc1ccccc1-n1cc(C(=O)NCC(=O)N2CCN(Cc3ccccc3)CC2)c2ccccc2c1=O	10	-3.2	101	5	16	4	6	-2.4	-24
O=C(CCc1nnc(CCc2ccccc2)o1)N1CCCCC1CCn1cccn1 (stereo not given)	3	-4.5	101	2	-6	1	-2	-3.5	-23
O=C(Cn1nnc2ccccc21)NNC(=O)c1ccccc1	3	0.4	93	5	2	4	7	-0.7	-2
CCNc1ccc(S(=O)(=O)N(C)C)cc1[N+](=O)[O-]	16	-9.1	102	-10	28	3	5	-1.8	4
COc1cccc(C(=O)CN2CCC(NC(=O)NC3CCCCC3)CC2)c1	25	-1.0	101	-5	-27	3	-4	-2.6	2
Cc1ccc(Nc2nc(N)c([N+](=O)[O-])c(NCc3ccco3)n2)cc1	-10	-4.9	152*	1	5	-2	-64	-1.3	2
NCCSc1c(-c2ccc(Cl)cc2)[nH]c2ccccc12	-11	-3.1	106	-6	24	2	-70	-2.1	17
C/C(=N\Nc1nc2ccccc2[nH]1)c1ccc2c(c1)OCCO2	1	-2.4	101	0	-1	4	-3	-4.5	9
COc1ccc(C(=O)NCC2(c3ccccc3)CCCC2)c(OC)c1	9	-0.5	110	-4	-2	1	-2	-2.9	-34
CC1=C(C(=O)OCc2ccccc2)C(c2ccccc2[N+](=O)[O-])NC(=O)N1C (stereo not given)	10	0.7	101	-1	.	0	14	-4.6	-9
O=C(CN(C(=O)Cn1nnc(-c2cccs2)n1)c1ccc2c(c1)OCCO2)NCc1ccccc1	-14	-1.7	103	7	-7	5	-2	-1.4	-16
Cc1nn(-c2nc3ccccc3n2Cc2ccccc2)c2c1C(=O)CC(C)(C)C2	19	-2.4	99	-7	-60	3	3	-1.0	-10
Cc1ccc(NC(=O)C2CCCN(S(=O)(=O)c3ccc4[nH]c(=O)ccc4c3)C2)cc1C (stereo not given)	11	-4.3	103	-10	12	10	-3	-2.8	-38
COc1ccc(OC)c(NC(=O)CCN2CCN(c3ccccc3OC)CC2)c1	-3	-5.5	102	-10	30	6	-4	-2.9	-5
CC1CN(C(=O)COC(=O)c2cc([N+](=O)[O-])ccc2Cl)CC(C)O1 (stereo not given)	-7	-2.9	103	-5	-19	0	5	-2.2	0
CSc1nc(-c2ccc(Cl)cc2)nn1C(=O)c1ccccc1	1	-0.7	108	-1	9	-4	8	-1.6	2
OCC1(Cc2ccccc2C(F)(F)F)CCN(Cc2ccncc2)CC1	-9	-0.7	104	-6	16	5	-15	-3.5	-2
CCOC(=O)c1sc(=N)n(-c2ccc(OC)cc2)c1C	-12	-2.5	.	0	30	4	-5	-2.2	-9
Cc1ccc(N(CC(O)CN(C)C)S(=O)(=O)c2ccccc2)cc1 (stereo not given)	-2	-1.9	92	-4	-2	1	-4	-2.9	2
CCOC(=O)c1cc(-c2ccco2)nc2c1c(C)nn2-c1ccccc1	30	-1.6	105	5	-4	4	31	-1.8	-6
CCc1ccc(CN(C)Cc2nc(Cc3ccc(OC)c(OC)c3)no2)nc1	-3	-1.5	100	-1	30	6	-4	-3.7	-22
O=C(NCc1ccc2c(c1)OCO2)c1ccc(Cl)c(S(=O)(=O)NCc2ccccc2)c1	-15	-2.7	93	-10	0	-6	2	-2.2	-17
COc1ccc(CNCc2c(O)c(Cl)cc3c(C)c(C)c(=O)oc23)c(OC)c1	28	-3.5	101	-5	42	-1	-7	-1.8	-10
Cc1cc(C)c(C(=O)NC2CCCc3c2cnn3-c2ccc(C)c(C)c2)c(=O)[nH]1 (stereo not given)	0	0.4	101	8	33	2	20	2.0	-37
COc1cc(OC)c(OC)cc1CN1CCN(Cc2cccn2C)CC1	-5	-0.8	94	5	-7	7	-1	-1.0	7
SMILES	UBC9 SUMO inh	VIM-2 inhibitor	MEKK3 PB1 HTS	p-CIP stab down	PHOSPHO1 block	IDE cell activ	NS3 helicase inh	IMP-1 inhibitor	DNA FID counter
Cc1ccccc1NS(=O)(=O)c1cc(C(N)=O)ccc1C	5	-2.0	75	-1	-11	5	10	-5.7	2
COc1ccccc1CN1CC(C(=O)N2CCN(c3ccc(F)cc3)CC2)CC1=O (stereo not given)	19	-2.0	100	-29	0	0	0	-4.8	-38
CC(C)Oc1ccc(CNC(=S)N/N=C/c2cccnc2)cc1	22	-1.1	100	6	42	6	-2	-2.3	-20
O=C([C@H](Cc1ccccc1)NS(=O)(=O)c1ccc(Cl)cc1)N1CC[C@@]2(O)CCCC[C@H]2C1	7	-1.8	.	-24	-23	4	-12	-2.7	-36
CCCCn1c(=N)n(CC(O)COc2ccc(C)cc2)c2ccccc21 (stereo not given)	30	-1.3	103	-17	-12	-1	-92	1.5	41*
C=CCOc1ccc(CNCC2CCCO2)cc1 (stereo not given)	-3	0.6	106	1	.	0	-7	0.6	2
Cc1ccc(SC(C)c2nc(-c3cccnc3)no2)cc1 (stereo not given)	10	-2.2	103	0	20	7	-5	-1.6	-13
COCCNC(=S)N1CCN(c2ccc(Cl)cc2)CC1	-1	-3.2	114	-8	25	1	8	-2.7	-5
CC(C)Cn1cc(C(=O)NCCCN2CCCC2=O)c2c3ccccc3n(C)c2c1=O	29	-1.9	96	-3	-14	3	11	-3.0	-20
Cn1c(SC2CCCCC2=O)nnc1-c1ccncc1 (stereo not given)	6	0.2	100	-1	15	4	13	-2.7	-6
CCN(CC)CCOC(=O)c1ccc(NC(=O)c2cccc(C)c2[N+](=O)[O-])cc1	9	-0.9	104	-9	30	3	3	-1.2	4
Cc1ccc(CSc2nnc(-c3ccncc3)n2N)cc1	13	-1.2	107	-77	50	.	13	-1.7	-6
Cc1ccc(C(=O)Oc2ccccc2N2C(=O)C3C4CCC(C4)C3C2=O)cc1 (stereo not given)	0	-1.6	101	-2	4	1	1	-3.9	-19
Cn1c(=O)c2c(nc(N3CCCCCC3)n2CC(=O)c2ccccc2)n(C)c1=O	7	-2.1	105	-8	9	3	1	-1.9	-3
COc1ccc(C2=NOC(C(=O)Nc3ccc4c(c3)OCO4)C2)cc1OC (stereo not given)	-11	-2.3	94	-4	-20	-1	15	-2.2	-10
CC(/C=N/NC(=O)Cn1cnc2c1c(=O)n(C)c(=O)n2C)=C\c1ccccc1	-7	-2.4	96	1	18	-5	19	-1.7	-6
O=C(CNC(=O)c1ccco1)N/N=C/c1cc(Br)ccc1O	4	-1.4	100	6	-20	0	-4	-2.5	-3
Cc1ccc(-c2nnn(CC(=O)NC3CC4CCC3C4)n2)cc1 (stereo not given)	6	-1.7	98	-1	7	4	-2	-0.9	-6

High-throughput results as filed in PubChem.
